Assay outcomes: PubChem BioAssay, several laboratories
PDI turbidity = PDI (human) enzyme inhibition; PDI insulin aggregation turbidity, A650, 90 min; inhibition, % at 10 µM; AID 588391; hit rate 0.052% among 350,000; P07237;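 active = mean inhibition across replicates of 30% or more, whatever share of single replicates reach that level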;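 also: absorbance from insulin aggregation driven by PDI reduction with DTT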
Target sequence (P07237 whole entry, looked up): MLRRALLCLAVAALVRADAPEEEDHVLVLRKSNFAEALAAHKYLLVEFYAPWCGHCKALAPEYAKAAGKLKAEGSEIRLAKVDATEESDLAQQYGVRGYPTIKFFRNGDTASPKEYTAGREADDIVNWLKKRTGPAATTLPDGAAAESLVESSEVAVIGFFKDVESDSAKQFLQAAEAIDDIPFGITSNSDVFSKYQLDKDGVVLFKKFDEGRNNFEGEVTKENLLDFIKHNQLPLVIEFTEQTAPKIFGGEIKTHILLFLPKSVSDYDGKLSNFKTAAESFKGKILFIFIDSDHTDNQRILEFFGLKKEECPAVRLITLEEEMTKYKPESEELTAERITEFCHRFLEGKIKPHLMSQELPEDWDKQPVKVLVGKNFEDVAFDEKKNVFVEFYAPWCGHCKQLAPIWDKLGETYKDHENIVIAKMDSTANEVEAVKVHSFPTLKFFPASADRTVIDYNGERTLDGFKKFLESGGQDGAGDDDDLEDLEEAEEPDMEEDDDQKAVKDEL
H9c2 protect = protects H9c2 cardiomyocytes from peroxide injury | hit rate 0.63% among 360,000 | protection from H2O2 cell death, % at 20 µM | H2O2 injury protection, ATPLite, 2 h;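 active = compounds giving at least 50% protection of heart cells from peroxide-induced death in the single-dose screen, raw or plate-pattern-corrected value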;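 also: 0% = DMSO wells with peroxide and 100% = DMSO wells without peroxide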
Shn3 3UTR inh = reduces Shn3 3'UTR luciferase signal in osteoblasts; Clone20 osteoblast Shn3 3'UTR firefly luciferase, 24 h; inhibition, % at 12.5 µM; hit rate 0.52% among 360,000; AID 588674;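 active = mean inhibition of at least 75% with every replicate also reaching 75%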;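 also: 0% = median of neutral control wells and 100% = pilot-screen positive control compound; some compounds past the cut are filed as inactive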
Peg3 prom inh = inhibitors of Peg3 promoter; HeLa PEG-Prom luciferase reporter, luminescence, overnight; inhibition, % at 20 µM; hit rate 1.7% among 360,000; AID 588405;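 active = inhibition of at least 50% at 20 µM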
NR2E3 ag-1 = agonists of human NR2E3 nuclear receptor | AID 602229 | inhibition of corepressor binding, % at 3.98 µM | Q9Y5X4 | CHO-S Gal4-NCOR/VP16-NR2E3 two-hybrid, luciferase | hit rate 0.35% among 360,000;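 active = inhibition above the mean of all tested compounds plus 3 SD, cut at about 70% in these data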;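 also: 0% = DMSO with NR2E3 transfected cells and 100% = cells lacking NR2E3 construct; higher means lower luciferase signal from less NR2E3 corepressor binding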
Target sequence (Q9Y5X4 whole entry, looked up, the tested form may be a part): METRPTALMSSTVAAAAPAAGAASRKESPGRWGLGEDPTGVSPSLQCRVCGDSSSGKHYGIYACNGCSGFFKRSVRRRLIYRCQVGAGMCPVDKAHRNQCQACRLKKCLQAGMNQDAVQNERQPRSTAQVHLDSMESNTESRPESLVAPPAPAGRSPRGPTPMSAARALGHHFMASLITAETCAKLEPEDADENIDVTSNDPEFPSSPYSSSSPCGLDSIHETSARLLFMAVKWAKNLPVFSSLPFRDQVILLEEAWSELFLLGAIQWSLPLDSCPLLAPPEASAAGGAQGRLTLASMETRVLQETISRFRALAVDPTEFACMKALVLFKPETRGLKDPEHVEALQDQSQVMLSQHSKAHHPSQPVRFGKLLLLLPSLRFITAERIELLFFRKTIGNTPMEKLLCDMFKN
NR2E3 ag-2 = NR2E3 (human) agonism; Q9Y5X4; GST-NR2E3/biotin-RetCOR TR-FRET, 1536-well; inhibition of corepressor binding, % at 4.78 µM; hit rate 0.12% among 320,000; AID 2300;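 active = percent inhibition above the cutoff of mean plus 3 SD of all tested compounds, set per screening campaign, cut at about 20% in these data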;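 also: 0% = DMSO wells and 100% = biotin wells as full block of FRET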
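Material – GST-tagged NR2E3 plus biotinylated RetCOR corepressor · Quantity – NR2E3 fusion 1.35 nM · Times – 5 h incubation at 4 °C · Medium – pH 7.5 Tris-based buffer · Technique – TR-FRET, Eu(K)-anti-GST donor, streptavidin-D2 acceptor, ex 340, em 617/671 nm · Benchmarks – high control biotin, low control 0.6% DMSO · Format – 1536-well plates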
TRPM1 prom inh = MITF TRPM1 promoter inhibition in SK-MEL-5 cells; AID 488899; inhibition, % at 12.5 µM; SK-MEL-5 TRPM1 promoter luciferase, 24 h; hit rate 0.83% among 330,000;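 active = mean inhibition across replicates of 60% or more, whatever share of single replicates reaches that level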; also: values of inactives mirror those of a sister screen read the other way
hiPSC survival = hiPSC single-cell survival enhancement | hit rate 0.044% among 360,000 | ATPlite luminescence; 100% = ROCK inhibitor wells, 0% = DMSO | survival enhancement, % at 20 µM; in the data active = survival enhancement above about 18%;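 also: cells exposed to compounds for 16 hours before the ATP read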
m5-HT2A agonist = agonists of mouse serotonin 5-HT2A receptor (HTR2A); P35363; CHO-K1 mHTR2A beta-arrestin complementation, luminescence; percent of 30 µM serotonin response; activation, % at 7.6 µM; hit rate 0.66% among 360,000;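 active = activation above a run cutoff, the mean activation of all tested compounds plus 3 SD, cut at about 14% in these data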;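 also: 0% = plate median of compound wells and 100% = 30 µM serotonin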
HIF-2a block = inhibitors of HIF-2a; hit rate 0.72% among 360,000; inhibition, % at 18.8 µM; 786-0 RCC cells HIF-2a reporter, luciferase luminescence, overnight;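 active = inhibition of the luminescence signal of 40% or more relative to plate controls, in a single-dose primary screen at 18.75 µM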
CaV13 ICDI inh = Disruptors of the CACNA1D IQ motif to Ca2+-dependent inactivation inhibitor domain association, primary screening, Förster resonance energy transfer in intact living …; HEK cells, CFP/YFP FRET ICDI-IQ, plate reader, 10 min; percent FRET-ratio fall versus neutral wells; inhibition, % at 12.3 µM; AID 743397; hit rate 0.098% among 340,000;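 active = mean replicate inhibition of at least 30% and at least 1% of replicates passing that level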;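 also: 0% = median of the neutral control wells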
The depositor's hits bear a star; . = no result given.

No.	structure	PDI turbidity	H9c2 protect	Shn3 3UTR inh	Peg3 prom inh	NR2E3 ag-1	NR2E3 ag-2
1	CC(C)COC(=O)c1ccccc1OC(=O)c1ccncc1	-9	2	3	3	5	2
2	Cc1nc(NC(=O)C2CC2)sc1C	-4	-1	-10	1	24	0
3	COc1ccc(Cc2nnnn2CC(=O)O)cc1	1	0	-14	-2	0	4
4	CSc1ccc(CN(C)C(C)C(=O)NCc2ccccc2)cc1 (stereo not given)	2	-9	8	12	0	-1
5	COc1ccc(-c2n[nH]c(=S)n2-c2ccccc2C)cc1	1	0	8	26	-14	0
6	Cc1ccc(C(=O)CCC(=O)N2CCN(c3ccc(F)cc3)CC2)cc1	.	-10	15	5	14	-1
7	O=C(CCc1ccccc1)NCc1ccncc1	-46	-1	4	11	-6	.
8	O=C(NCc1cccc(CNC(=O)C(=O)NCC2CCCO2)c1)C(=O)NCC1CCCO1 (stereo not given)	2	7	7	5	2	4
9	NC(=O)Nc1cc(Cl)ccc1Cl	9	-6	-5	11	4	0
10	COc1cc2c(cc1OC)C(C(N)=O)NCC2 (stereo not given)	-4	0	4	9	3	.
11	CCN(CC)S(=O)(=O)c1cccc(-c2csc(C)n2)c1	1	5	2	3	-5	-1
12	O=C(O)c1ccc(N2C(=O)c3ccc(C(=O)c4cccc([N+](=O)[O-])c4)cc3C2=O)cc1	-5	2	10	-5	22	0

No.	TRPM1 prom inh	hiPSC survival	m5-HT2A agonist	HIF-2a block	CaV13 ICDI inh
1	-3	1.1	0	22	2
2	-11	-1.0	4	4	-5
3	8	0.5	1	1	.
4	-3	-0.2	-6	7	12
5	4	-0.5	7	13	-1
6	1	-1.9	-6	15	-3
7	2	-0.2	3	7	-5
8	4	0.0	-1	8	-4
9	-6	-0.5	1	8	-3
10	-8	-1.5	-4	6	-6
11	1	0.0	2	1	-14
12	-3	0.5	6	12	18

Following part
No.	structure	PDI turbidity	H9c2 protect	Shn3 3UTR inh	Peg3 prom inh	NR2E3 ag-1	NR2E3 ag-2
13	O=C(Cn1nnc(-c2ccc3c(c2)OCO3)n1)NCc1ccco1	-2	1	-10	-70	-37	-2
14	O=C(N/N=C/c1ccc(Cl)c([N+](=O)[O-])c1)c1cnccn1	-3	6	-55	-4	-15	-1
15	C/C(CC(=O)Nc1ccc(F)cc1)=N\NC(=O)c1ccccn1	1	2	-25	-20	-130	-5
16	COc1ccc2oc(C(=O)OCC(=O)NCCc3ccc(S(N)(=O)=O)cc3)c(C)c2c1	-6	-8	-17	-8	-5	3
17	CC(C)CN(C(=O)COC(=O)c1ccc2c(c1)OCCO2)c1c(N)n(Cc2ccccc2)c(=O)[nH]c1=O	-3	-1	-4	12	-1	-1
18	CCOC(=O)c1c(C)nc2c(c1-c1ccc(Cl)cc1)C(=O)CC(C)(C)C2	-18	6	-8	4	-9	0
19	S=C(NCCc1ccccc1)N1CCc2ccccc2C1	11	-13	2	-153	-62	0
20	Cc1cccc(CN2C(=O)NC(c3ccccc3)(c3ccccc3)C2=O)c1	-1	-4	3	7	-8	-1
21	Cc1nnc(SCC(=O)NCc2ccco2)n1Cc1ccccc1	-14	4	11	5	-3	-1
22	CC1=C(C(=O)N(C)C)CC(CC(=O)NCCCN(C)C)C(=O)N1CCCN1CCCC1=O (stereo not given)	.	14	5	11	6	.
23	COc1ccc(-n2c(COc3cccc(C)c3)n[nH]c2=S)cc1	4	0	1	7	4	6
24	C/C=C/c1ccc(OCCOCCOc2cccc3cccnc23)c(OC)c1	-3	0	9	-3	-35	1

No.	TRPM1 prom inh	hiPSC survival	m5-HT2A agonist	HIF-2a block	CaV13 ICDI inh
13	-18	1.3	-2	-99	-4
14	3	-1.1	1	8	-5
15	-11	1.1	-3	-16	-12
16	-7	-0.5	5	-19	-17
17	0	1.7	4	5	-7
18	-5	3.3	4	6	-6
19	-17	2.5	-3	-149	0
20	9	-0.4	-2	23	-3
21	0	4.3	-3	7	.
22	.	-1.0	-1	0	-6
23	6	0.9	-4	16	-5
24	-9	0.8	0	5	-14

An excerpt from above in order of their number in PDI turbidity, high to low:
# | smiles | PDI turbidity | Shn3 3UTR inh | Peg3 prom inh | NR2E3 ag-1 | NR2E3 ag-2 | TRPM1 prom inh | m5-HT2A agonist | HIF-2a block | CaV13 ICDI inh
15 | C/C(CC(=O)Nc1ccc(F)cc1)=N\NC(=O)c1ccccn1 | 1 | -25 | -20 | -130 | -5 | -11 | -3 | -16 | -12
16 | COc1ccc2oc(C(=O)OCC(=O)NCCc3ccc(S(N)(=O)=O)cc3)c(C)c2c1 | -6 | -17 | -8 | -5 | 3 | -7 | 5 | -19 | -17
18 | CCOC(=O)c1c(C)nc2c(c1-c1ccc(Cl)cc1)C(=O)CC(C)(C)C2 | -18 | -8 | 4 | -9 | 0 | -5 | 4 | 6 | -6

Remaining list, next part
No.	structure	PDI turbidity	H9c2 protect	Shn3 3UTR inh	Peg3 prom inh	NR2E3 ag-1	NR2E3 ag-2
25	COc1ccc(CNC(=O)CN(C)S(=O)(=O)c2ccc3c(c2)n(C)c(=O)c(=O)n3C)cc1	-1	5	-13	-8	-1	1
26	Cc1ccc(NC(=O)[C@@H]2CCCN2C(=O)c2cccs2)cc1S(=O)(=O)N1CCCCC1	14	3	-10	-3	-9	0
27	CCCNC(=O)C1(C)CCN(C(=O)c2c(Cl)cccc2Cl)C1 (stereo not given)	-56	4	-32	-7	-20	.
28	CCCCCCCCCC(=O)N1c2ccccc2NC(=O)C1CC(=O)Nc1ccc(C(=O)O)cc1 (stereo not given)	-4	4	19	4	-3	2
29	Cc1ccc(-c2cc(C(F)(F)F)n3ncc(C(=O)N4CCN(C)CC4)c3n2)cc1	-3	13	10	-6	6	3
30	O=C1NC(c2ccco2)Nc2ccccc21 (stereo not given)	18	38	-7	-21	-19	4
31	OC(c1ccccc1)c1nc(-c2cccc(F)c2)cs1 (stereo not given)	3	-11	26	-93	-61	.
32	COCCN(CC(=O)Nc1cccc(C)c1C)C(=O)Cn1cnc2ccccc2c1=O	0	8	-7	18	-9	.
33	Cn1c(=O)c2cc(NC(=O)Nc3ccccc3)ccc2n1Cc1ccccc1	-3	-1	-33	-60	12	.
34	COc1ccccc1-c1csc(NC(=O)c2ccc(N3C(=O)CCC3=O)cc2)n1	-4	6	-14	-1	3	1
35	CC1NC(=O)N(C)[C@@H]2NC(=O)N(C)C(c3ccc([N+](=O)[O-])cc3)[C@@H]12 (stereo not given in full)	.	2	10	-4	-6	0
36	O=C(Nc1ccccc1C(=O)N1CCOCC1)c1ccc(Cl)cc1	13	-1	-5	4	28	2

No.	TRPM1 prom inh	hiPSC survival	m5-HT2A agonist	HIF-2a block	CaV13 ICDI inh
25	-9	-0.4	-1	9	-3
26	4	-0.5	3	10	-5
27	.	0.2	-2	6	-5
28	-1	0.9	-3	16	-7
29	1	1.4	-9	14	-7
30	-7	0.9	5	-40	-5
31	.	4.2	-5	-159	-7
32	-4	0.1	-5	14	-6
33	.	-1.8	-10	-144	-5
34	6	1.7	-7	1	-6
35	.	2.9	0	2	-5
36	3	-1.3	8	20	-19

Continued.
No.	structure	PDI turbidity	H9c2 protect	Shn3 3UTR inh	Peg3 prom inh	NR2E3 ag-1	NR2E3 ag-2
37	CCOC(=O)c1c(NC(=O)CSc2nc(C)cc(C)c2C#N)sc(C(C)=O)c1C	-6	1	39	-4	-40	1
38	Cc1noc(NS(=O)(=O)c2ccc(N/C=C/C(=O)c3cccnc3)cc2)c1C	2	3	6	16	-7	3
39	CCOC(=O)CC[C@H](NC(=O)Cn1cnc2c(SC)nc(N)nc21)C(=O)OCC	-1	3	-9	-5	-13	.
40	Cc1nc(Nc2ccc(Br)cc2Br)c([N+](=O)[O-])c(=O)[nH]1	-4	-2	16	3	-7	-2
41	COc1ccc(-c2cc(C(F)(F)F)nc(NCc3cccnc3)n2)cc1	-6	-8	-2	16	-9	2
42	COc1ccccc1N1CCN(/N=C/C=C\c2ccccc2[N+](=O)[O-])CC1	5	-11	11	-37	5	2
43	CC(N=C1NC(C)(C)Cc2ccccc21)C(=O)O (stereo not given)	0	2	-1	5	12	0
44	CCOC(=O)CCCn1ncn2c(cc3occc32)c1=O	5	2	-11	-113	-2	-3
45	COCCNC(=S)Nc1ccc2nc(N3CCCC3)cc(C)c2c1	-3	2	14	-3	-21	-2
46	CCCCNCc1ccc(OCc2ccc(Cl)nc2)c(OC)c1	6	8	1	-2	-10	-6
47	Cc1ccc(S(=O)(=O)N(CC(=O)Nc2cccnc2)c2ccccc2C)cc1	1	-6	-6	10	-10	-1

No.	TRPM1 prom inh	hiPSC survival	m5-HT2A agonist	HIF-2a block	CaV13 ICDI inh
37	33	-4.3	2	13	-5
38	3	0.6	6	10	-8
39	3	0.2	-2	11	-3
40	3	-0.5	1	11	-4
41	0	-1.7	-5	-19	-8
42	-10	-0.2	0	-97	0
43	6	1.7	2	8	9
44	-42	0.1	-1	-122	-9
45	-8	-1.6	3	4	-9
46	10	-0.7	2	11	-5
47	6	-0.5	-6	8	-3

Individual results from the entries so far.
For PDI turbidity, COc1ccc(-c2cc(C(F)(F)F)nc(NCc3cccnc3)n2)cc1 is listed with -6
For PDI turbidity, CCOC(=O)c1c(NC(=O)CSc2nc(C)cc(C)c2C#N)sc(C(C)=O)c1C is listed with -6
For Shn3 3UTR inh, CCOC(=O)CC[C@H](NC(=O)Cn1cnc2c(SC)nc(N)nc21)C(=O)OCC is listed with -9
For CaV13 ICDI inh, CCOC(=O)CCCn1ncn2c(cc3occc32)c1=O is listed with -9
For CaV13 ICDI inh, Cc1ccc(S(=O)(=O)N(CC(=O)Nc2cccnc2)c2ccccc2C)cc1 is listed with -3

Outcome played no part in choosing rows; 3.9% or so of the library scored in one or more.
